Tn7 DDE FP: DD(E)-Tn7 binding inhibition, primary FP screen | P02675 | FP displacement of FITC-Tn7 peptide from fibrin DD(E); 0% = median of compound wells per plate | inhibition, % at 8.3 µM | hit rate 0.13% among 370,000 | AID 720508;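 active means inhibition above the mean of compounds falling within the control limits plus 3 SD of them, cut at about 14% in these data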;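 further: 0% = plate median of compound wells and 100% = 10 µM Aha-Tn7 peptide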
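Test system: human clot-derived fibrin DD(E) complex / Quantity: 2 µM final DD(E) protein / Incubation: 10 min plus 3 h, room temperature / Measured by: fluorescence polarization / Benchmarks: high control of 10 µM Aha-Tn7 peptide / Replicates: singlicate testing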
PLC-beta3 inh: PLC-beta3 (human) inhibition, primary screen | AID 720704 | Purified PLC-beta3, fluorogenic substrate, fluorescence | inhibition, % at 12.2 µM | hit rate 0.18% among 370,000 | Q01970; in the data active means inhibition above about 11%;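 further: 0% = median of compound wells on plate and 100% = full blocker control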
DDE Tn6 FP inh: DD(E)-Tn6 binding inhibition, primary FP screen | inhibition, % at 8.3 µM | P02675 | Fibrin DD(E) TRITC-Tn6 fluorescence polarization displacement | hit rate 0.21% among 370,000 | AID 720509;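 active means inhibition above a per-campaign cutoff: mean of compounds within control limits plus 3 SD, cut at about 15% in these data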;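 further: 0% = median of all compound wells on the plate and 100% = blocking peptide control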
ADAM17 inh: inhibitors of human ADAM17; P78536; recombinant ADAM17, EDANS/DABCYL FRET peptide cleavage; hit rate 0.83% among 370,000; inhibition, % at 6.95 µM;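 active means inhibition above the mean of compounds lying between control limits plus 3 SD, set per campaign, cut at about 8.5% in these data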;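 further: 0% = DMSO-only wells as the low control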
UHRF1 MBD2 ctr: UHRF1 methyl-DNA binding inhibition | Q96T88 | UHRF1 binding to methylated oligo, TR-FRET | inhibition, % at 4.4 µM | hit rate 0.75% among 370,000 | AID 687016; in the data active means inhibition above about 21%;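 further: UHRF1 SRA domain binding a hemimethylated CpG hairpin DNA probe; 0% = median of test compound wells and 100% = reference inhibitor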
MBD2 inh: MBD2-methylated oligo binding inhibition; Q9UBB5; TR-FRET, MBD2 binding to methylated oligonucleotide; inhibition, % at 4.4 µM; hit rate 0.31% among 370,000; in the data active means inhibition above about 13%
ARFGAP1 inhibitor: inhibitors of rat ARFGAP1; Q62848; Arfgap1-stimulated ARF1 GTP hydrolysis, GDP FP detection; inhibition, % at 16.5 µM; hit rate 0.26% among 360,000; AID 651572;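 active means inhibition above a per-plate limit, mean inhibition of low control wells plus 3 SD, cut at about 25% in these data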;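 further: 0% = DMSO wells with enzyme and 100% = wells lacking Arfgap1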
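Assay system: purified rat His6-Arfgap1 residues 1-136 (GAP domain); Reagent: human Δ17 ARF1 bound to GTP; Dosing: 16.5 µM single point, 1.26% DMSO; Times: GTP hydrolysis reaction 2 h at 25 °C; Signal: FP, GDP Alexa 633 tracer displaced from anti-GDP antibody, 620/688 nm; Measure: % inhibition from polarization.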
ASAP1 inh: ASAP1 ArfGAP inhibition; ASAP1-stimulated ARF1 GTP hydrolysis, GDP FP detection; inhibition, % at 16.5 µM; hit rate 0.19% among 360,000; AID 624377; in the data active means inhibition above about 25%;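 further: 0% = vehicle with enzyme and substrate and 100% = no enzyme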
proKLK7 act: activates the human kallikrein-7 zymogen | P49862 | purified proKLK7, EDANS-DABCYL substrate fluorescence; 100% is mature enzyme control, 0% vehicle | activation, % at 7 µM | hit rate 0.9% among 370,000 | AID 652039;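 active means activation above the mean of all tested compounds plus 3 SD, computed per campaign excluding outliers beyond control limits, cut at about 13% in these data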
PLCg1 inh: blocks human PLC-gamma1 enzyme activity; P19174; purified PLC-gamma1, fluorogenic substrate, fluorescence; inhibition, % at 12.2 µM; hit rate 0.84% among 370,000; AID 720700; in the data active means inhibition above about 9.5%
Target sequence (P19174 whole entry, looked up): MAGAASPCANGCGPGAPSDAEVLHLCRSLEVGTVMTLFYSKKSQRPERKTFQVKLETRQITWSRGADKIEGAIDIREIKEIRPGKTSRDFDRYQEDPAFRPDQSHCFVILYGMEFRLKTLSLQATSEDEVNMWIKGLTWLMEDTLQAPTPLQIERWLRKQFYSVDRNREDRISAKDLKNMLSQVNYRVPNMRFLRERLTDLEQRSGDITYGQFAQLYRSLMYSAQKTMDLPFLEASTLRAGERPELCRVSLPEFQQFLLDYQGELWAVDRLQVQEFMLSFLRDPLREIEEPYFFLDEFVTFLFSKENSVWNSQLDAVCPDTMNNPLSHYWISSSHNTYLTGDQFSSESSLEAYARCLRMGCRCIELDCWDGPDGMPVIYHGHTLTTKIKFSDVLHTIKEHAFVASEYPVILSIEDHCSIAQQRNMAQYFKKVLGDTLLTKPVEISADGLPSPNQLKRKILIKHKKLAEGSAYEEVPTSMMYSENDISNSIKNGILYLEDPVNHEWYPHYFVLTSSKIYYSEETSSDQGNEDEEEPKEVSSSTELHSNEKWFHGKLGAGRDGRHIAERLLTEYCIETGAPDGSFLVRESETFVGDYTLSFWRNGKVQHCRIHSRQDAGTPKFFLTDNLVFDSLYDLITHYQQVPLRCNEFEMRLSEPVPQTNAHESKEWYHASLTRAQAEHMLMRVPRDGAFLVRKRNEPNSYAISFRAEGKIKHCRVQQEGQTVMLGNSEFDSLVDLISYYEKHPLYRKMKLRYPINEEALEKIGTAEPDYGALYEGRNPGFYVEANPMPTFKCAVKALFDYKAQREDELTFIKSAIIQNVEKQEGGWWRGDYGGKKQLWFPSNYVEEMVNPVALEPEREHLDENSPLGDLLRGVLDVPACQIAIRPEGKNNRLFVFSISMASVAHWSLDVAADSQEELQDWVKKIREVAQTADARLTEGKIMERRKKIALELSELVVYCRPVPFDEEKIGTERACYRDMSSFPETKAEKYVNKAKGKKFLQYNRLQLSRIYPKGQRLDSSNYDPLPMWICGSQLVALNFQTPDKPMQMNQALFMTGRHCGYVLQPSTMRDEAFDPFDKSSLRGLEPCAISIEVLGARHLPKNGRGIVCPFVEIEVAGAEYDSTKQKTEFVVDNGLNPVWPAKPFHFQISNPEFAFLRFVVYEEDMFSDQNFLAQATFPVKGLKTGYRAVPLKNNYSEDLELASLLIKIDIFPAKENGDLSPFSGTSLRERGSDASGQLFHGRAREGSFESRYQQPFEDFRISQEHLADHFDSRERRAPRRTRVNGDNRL
An asterisk follows results filed as active.

1) O=C(CN1CCN(c2ccccc2O)CC1)NC(=O)NCc1ccco1
2) CCn1c(=O)c(C(=O)CN2c3ccccc3CC2C)c(N)n(Cc2ccccc2)c1=O (stereo not given)
3) COc1ccccc1N1CCN(C2CCCN(C(=O)c3cscn3)C2)CC1 (stereo not given)
4) CCOc1cc(-c2c(C#N)c(=O)[nH]c3c2c(C)nn3-c2ccc(F)cc2)ccc1O
5) CCOC(=O)n1c(=O)n(C)c2ccc(Br)cc21
6) COc1cc(CCN=Cc2cccc(OC)c2O)c([N+](=O)[O-])cc1OC
7) CCCC(C)NC(=O)Cn1c(=O)c2c(ncn2CCC(C)C)n(Cc2ccccc2)c1=O (stereo not given)
8) CCC(=O)NNC(=S)NC(=O)c1ccc(C)cc1

| assay / entry | 1 | 2 | 3 | 4 | 5 | 6 | 7 | 8 |
| --- | --- | --- | --- | --- | --- | --- | --- | --- |
| Tn7 DDE FP | 2.8 | 2.6 | -1.0 | 9.9 | 5.8 | 1.0 | 3.6 | 0.0 |
| MBD2 inh | 2.3 | -2.4 | -1.7 | 1.9 | 0.0 | 3.6 | -0.2 | -2.7 |
| ADAM17 inh | 0.4 | -4.4 | -4.9 | -8.6 | -3.0 | -2.1 | -0.6 | 0.9 |
| proKLK7 act | 0.0 | -0.1 | 0.0 | 1.9 | 0.0 | 0.0 | 0.3 | -0.7 |
| DDE Tn6 FP inh | -9.0 | -4.5 | -2.0 | 6.1 | 1.9 | -1.0 | -9.0 | -2.3 |
| UHRF1 MBD2 ctr | -2.6 | -0.8 | -3.7 | -0.6 | 2.5 | -0.9 | -0.9 | -1.9 |
| ARFGAP1 inhibitor | -2.5 | 2.3 | 0.4 | -0.8 | -7.4 | 6.9 | 9.8 | -8.0 |
| PLCg1 inh | -0.1 | -7.8 | -1.5 | -32.9 | 0.0 | 1.8 | 3.1 | -2.1 |
| PLC-beta3 inh | -0.6 | -3.1 | -3.6 | -39.1 | 4.1 | -0.5 | 1.9 | -5.8 |
| ASAP1 inh | -11.0 | 2.3 | 2.4 | -1.4 | -3.5 | 18.1 | 1.8 | 6.7 |

9) O=C(CNC(=O)C1COc2ccccc2O1)N/N=C\c1ccc(Cl)cc1 (stereo not given)
10) CN(c1cccc2cccnc12)S(=O)(=O)c1ccccc1
11) COc1cc(Cn2c(=O)oc3ccc(C)cc32)ccc1OC(C)C
12) COc1cccc(C(=O)NCC(=O)OC(C)C(=O)NC23CC4CC(CC(C4)C2)C3)c1 (stereo not given)
13) O=C(CSc1nc2ccccc2c(=O)n1CCC(=O)N1CCN(c2ccccc2)CC1)NCC1CCCO1 (stereo not given)
14) Cc1noc(C)c1S(=O)(=O)N1CCC(C(=O)Nc2ccc(OC(F)(F)F)cc2)CC1
15) COCCn1c(SC(C(=O)Nc2cc(C)ccc2OC)c2ccccc2)nnc1-c1ccc(Cl)cc1 (stereo not given)
16) COc1ccccc1C1(CC(=O)O)CCOC(C(C)C)C1 (stereo not given)

| assay / entry | 9 | 10 | 11 | 12 | 13 | 14 | 15 | 16 |
| --- | --- | --- | --- | --- | --- | --- | --- | --- |
| Tn7 DDE FP | 2.8 | -1.6 | 1.3 | 1.5 | -0.1 | 13.3 | 2.7 | 7.8 |
| MBD2 inh | -0.8 | 4.8 | 3.8 | -4.1 | 2.9 | -1.4 | 2.7 | -3.1 |
| ADAM17 inh | 1.5 | 1.6 | -4.8 | -3.8 | -4.0 | -4.5 | -0.8 | -4.2 |
| proKLK7 act | 0.5 | -0.1 | -0.4 | 0.7 | -0.1 | -0.5 | 0.1 | 0.4 |
| DDE Tn6 FP inh | 0.5 | -8.8 | 5.8 | 6.0 | -8.0 | 1.9 | -7.0 | 1.0 |
| UHRF1 MBD2 ctr | 7.0 | -2.3 | 12.3 | -0.6 | 1.5 | -2.9 | -2.4 | -0.9 |
| ARFGAP1 inhibitor | 3.6 | 17.8 | -5.2 | 11.1 | -3.1 | -10.0 | 6.4 | 2.5 |
| PLCg1 inh | 0.9 | 1.3 | 0.5 | 3.9 | -2.0 | 1.6 | -0.4 | 1.0 |
| PLC-beta3 inh | -7.7 | -6.9 | 1.4 | 2.0 | -5.1 | 1.0 | -0.5 | 0.6 |
| ASAP1 inh | 4.8 | 1.5 | 0.8 | -11.8 | 0.1 | 8.5 | -5.2 | -8.2 |

17) O=C(Cn1c(=O)n(Cc2ccco2)c(=O)c2c3c(sc21)CCCCC3)Nc1ccccc1
18) Cc1c(C(=O)COC(C)(C)C)[nH]c2ccccc12
19) COc1cccc(-c2cc3nc(C)c(C)c(N4CCN(C(=O)c5ccoc5)CC4)n3n2)c1
20) Cc1ccccc1-c1cc(C(=O)NCc2cccc(Br)c2)nn1CC1CC(c2cccc([N+](=O)[O-])c2)=NO1 (stereo not given)
21) Cc1ccccc1NC(=O)CSc1nnc(-c2ccco2)n1N
22) O=C(C1=C(O)C(=O)N(CCCn2ccnc2)C1c1cccc(Br)c1)c1ccco1 (stereo not given)

| assay / entry | 17 | 18 | 19 | 20 | 21 | 22 |
| --- | --- | --- | --- | --- | --- | --- |
| Tn7 DDE FP | 4.8 | 2.9 | -0.6 | 6.6 | -4.7 | -5.5 |
| MBD2 inh | 5.5 | -1.2 | -4.5 | -0.1 | 2.2 | -5.5 |
| ADAM17 inh | 2.8 | -2.8 | -4.8 | 3.0 | -5.4 | 3.3 |
| proKLK7 act | 0.4 | 0.2 | -0.2 | -0.3 | -0.2 | -0.5 |
| DDE Tn6 FP inh | -3.3 | 3.5 | 2.0 | -10.8 | -3.3 | 1.7 |
| UHRF1 MBD2 ctr | 14.2 | -1.5 | 0.0 | 0.3 | 1.6 | -7.8 |
| ARFGAP1 inhibitor | -13.2 | -4.7 | -7.3 | 3.1 | 4.9 | 8.9 |
| PLCg1 inh | 4.3 | -7.4 | -18.2 | 0.1 | 2.4 | -8.8 |
| PLC-beta3 inh | 2.8 | -8.1 | -22.3 | -2.5 | -1.9 | -18.0 |
| ASAP1 inh | 6.8 | 6.9 | 0.6 | 4.5 | 4.7 | 8.1 |

Rewritten with values ahead of the structure: part of the list above
nr	Tn7 DDE FP	MBD2 inh	ADAM17 inh	proKLK7 act	DDE Tn6 FP inh	UHRF1 MBD2 ctr	ARFGAP1 inhibitor	PLCg1 inh	PLC-beta3 inh	ASAP1 inh	SMILES
13	-0.1	2.9	-4.0	-0.1	-8.0	1.5	-3.1	-2.0	-5.1	0.1	O=C(CSc1nc2ccccc2c(=O)n1CCC(=O)N1CCN(c2ccccc2)CC1)NCC1CCCO1 (stereo not given)
15	2.7	2.7	-0.8	0.1	-7.0	-2.4	6.4	-0.4	-0.5	-5.2	COCCn1c(SC(C(=O)Nc2cc(C)ccc2OC)c2ccccc2)nnc1-c1ccc(Cl)cc1 (stereo not given)
10	-1.6	4.8	1.6	-0.1	-8.8	-2.3	17.8	1.3	-6.9	1.5	CN(c1cccc2cccnc12)S(=O)(=O)c1ccccc1
7	3.6	-0.2	-0.6	0.3	-9.0	-0.9	9.8	3.1	1.9	1.8	CCCC(C)NC(=O)Cn1c(=O)c2c(ncn2CCC(C)C)n(Cc2ccccc2)c1=O (stereo not given)
22	-5.5	-5.5	3.3	-0.5	1.7	-7.8	8.9	-8.8	-18.0	8.1	O=C(C1=C(O)C(=O)N(CCCn2ccnc2)C1c1cccc(Br)c1)c1ccco1 (stereo not given)

Screening results: PubChem, The Scripps Research Institute Molecular Screening Center
